Nrf2 block: Nrf2 pathway inhibition | actives 2.1% (n = 360,000) | A549 ARE-Fluc reporter, luciferase luminescence, 18-24 h | Potency, µM (highest dose often 46 µM), without a hit: top-dose activity change, negative = inhibition, actives largely listed as inhibitors | AID 504444; note: potency is the fitted concentration of half-maximal effect; % is set by controls: 0 for no effect and ±100 for the full control effect; nearly all actives have a fitted effect of over 60% in size
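Two sequential reads on A549 ARE_Fluc cells exposed to compound for 18-24 h: a CellTiter-Fluor fluorescence read for viability, then a luciferase luminescence read for Nrf2/ARE activity.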
Nrf2 ARE act: activates Nrf2 signaling; AREc32 ARE-luciferase reporter (MCF7-derived line), luminescence, 24 h; Potency, µM (top dose mostly 46.1 µM), without a hit: top-dose activation, actives largely listed as activators; actives 0.31% (n = 410,000); note: potency is the fitted concentration of half-maximal effect; % of control where 0% means no effect; nearly all actives have a fitted effect of over 65% in size
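ARE activation measured as luciferase luminescence (Steady-Glo, 30 min RT) in AREc32_Fluc cells after 24 hr compound exposure at 37 deg C, 5% CO2; cells seeded overnight at 1000/well in OPTI-MEM, 5% FBS.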
MmCpn inh: M. maripaludis TRiC chaperonin inhibition; actives 0.031% (n = 330,000); purified Mm-Cpn ATPase, ADP Transcreener TR-FRET; Potency, µM (highest dose often 76.9 µM), for the others: at the highest dose activity, negative = inhibition, actives largely listed as inhibitors; AID 504842; note: potency is the fitted concentration of half-maximal effect; % is set by controls: 0 for no effect and ±100 for the full control effect; nearly all actives have a fitted effect of over 80% in size
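Purified archaeal Mm-CPN (25nM final) preincubated 10 min at 37degC with compound, then 10uM ATP for 30 min at 37degC; ADP measured by HTRF Transcreener TR-FRET; buffer 30 mM TRIS pH 7.4, 100mM KCl, 5mM MgCl2, 1mM DTT.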
HepG2 tox: kills HepG2 cells in TGF-b inhibitor counter-screen | HepG2 CAGA-GFP viability, ATP luminescence, 18 h | Potency, µM (top dose mostly 46.1 µM), without a hit: at the top dose activity change, negative = cytotoxicity, most hits filed as cytotoxic | actives 0.76% (n = 410,000) | AID 588856; note: potency is the fitted concentration of half-maximal effect; some results filed as inactive show a strong effect at the top dose
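CellTiter-Glo luminescence gave cytotoxicity after 18 hours at 37 degrees C. The cells were HepG2 CAGA-GFP in 1% FBS DMEM, stimulated with 500 pg/mL TGF-beta after compound addition. %Activity was normalised to no-cell wells (complete cell-killing) and DMSO (no toxicity), and curves were fitted and classified.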
CCT chaperon mod: changes cytosolic chaperonin activity. purified chaperonin ATPase assay, HTRF ADP detection, 30 min. activity change, % (test concentration not listed), hits read low. actives 0.3% (n = 360,000). AID 651819; in the data active = activity change below about -30%; note: % is set by controls: 0 for no effect and ±100 for the full control effect
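We incubate TRiC, 40 or 20 nM final, with library compounds at 76 uM and 10 uM ATP for 30 min at 37 °C. ADP formed is detected with Transcreener HTRF reagents after 30 min at room temperature.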
TGFb inhibitor: TGF-b pathway inhibition | AID 588855 | HepG2 CAGA-GFP TGF-b/SMAD3 reporter, GFP fluorescence, 18 h; TGF-beta stimulated, 500 pg/mL final | Potency, µM (series often up to 46.1 µM), without a hit: at the highest dose activity, negative = inhibition, most hits filed as inhibitors | actives 1.2% (n = 410,000); note: potency is the fitted concentration of half-maximal effect; % is set by controls: 0 for no effect and ±100 for the full control effect; nearly all actives have a fitted effect of over 65% in size
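Cell-based qHTS in HEPG2 carrying a CAGA-GFP Smad reporter; compounds added before 500 pg/mL final TGF-beta, 18 h incubation at 37 degrees C, GFP fluorescence quantified per cell by imaging cytometry.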
pAkt inh: blocks phosphorylation of Akt. Neuro2A IGF-stimulated pAkt S473 HTRF, 20 min; stronger effect = lower value. activity change, % for hits at 50 µM. actives 0.32% (n = 360,000). AID 651550; in the data active = activity change below about -80%; inconclusive = mostly about -51% to -80%; note: % is set by controls: 0 for no effect and ±100 for the full control effect
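Neuro2A cells (4,500/well, DMEM with 0.5% FBS) were treated with compound at a single 50 µM final concentration, stimulated with 6 nM IGF for 20 min at 37 °C, and lysed. Phospho-Akt Ser473 was read by HTRF as 665/615 ratio ×10^4.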
S2 tox: reduces viability in counter-screen for ATXN expression inhibitors. S2 cells (HEK-293 line with an ATXN2-luciferase reporter) viability, CellTiter-Fluor protease fluorescence, 24 h. AID 651635. Potency, µM (top dose mostly 56.7 µM), hits mostly cytotoxic. actives 0.49% (n = 400,000); note: potency is the fitted concentration of half-maximal effect; nearly all actives have a fitted effect of over 40% in size
A549 tox: kills or reduces viability of A549 cells in Nrf2 counter-screen | actives 0.16% (n = 390,000) | A549 ARE-Fluc cells, CellTiter-Fluor viability, 18-24 h | Potency, µM (titrated, usually from 46 µM), for the others: at the top dose activity change, negative = cytotoxicity, hits mostly inhibitors; note: potency is the fitted concentration of half-maximal effect; % is set by controls: 0 for no effect and ±100 for the full control effect
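A549 ARE-Fluc cells in 5% FBS OPTI-MEM, 5000 cells/well, rested 2 h then exposed to compounds in concentration-response for 18-24 h at 37 °C. Viability by CellTiter-Fluor fluorescence (Ex 405/Em 525) after 30 min; luciferase luminescence (BugLite, 15 min, RT) read afterwards.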
Numbers without * were called inactive; i = inactive; ? = inconclusive; nt = not tested or not shown; [ ] = dose if it differs, or a comment. Unless noted, calls come from the whole dose curve; as a rule, active = well fitted curve in the direction sought with a large enough effect; inconclusive = small, poorly fitted or top-dose-only effect, or another doubt; inactive = no such curve, though single readings can be large; an effect the other way counts as inactive or inconclusive.

SMILES	Nrf2 block	Nrf2 ARE act	MmCpn inh	HepG2 tox	CCT chaperon mod	TGFb inhibitor	pAkt inh	S2 tox	A549 tox
CC(=O)Nc1cccc(NC(=O)C(C)N2c3cccc4cccc(c34)S2(=O)=O)c1 (stereo not drawn)	-15%	2.0%	-1%	1%	-1.7	22%	i	i	1%
C=CC[N+]1(CC#Cc2ccccc2)CCCC1	1%	-0.8%	0%	9%	2.8	-3%	i	i	-7%
Cc1ccc(S(=O)(=O)NCC(C)NC(=O)CN2CCOCC2)cc1 (stereo not drawn)	-28%	-1.0%	-2%	11%	-1.9	0%	i	i	-7%
COc1ccc(N2CCN(C(=O)C3CCCO3)CC2)cc1 (stereo not drawn)	-9%	-0.1%	-1%	-13%	-2.3	-1%	i	i	-3%
O=C(NC1CCN(Cc2ccccc2)CC1)c1cc(Br)c(Br)[nH]1	17%	-0.7%	2%	16%	1.4	-8%	i	i	2%
O=C(NC1CCCC1)C(c1ccsc1)N(Cc1ccco1)C(=O)Cc1cccs1 (stereo not drawn)	-9%	0.1%	1%	-1%	-3.0	?	i	i	-12%
O=C(CSc1nnc(-c2cccnc2)s1)Nc1ccccc1	1%	-0.4%	1%	-7%	-0.1	-6%	i	i	5%
CCCn1c(SCC(=O)NCC)nc2sc3c(c2c1=O)CCC3	-2%	-0.1%	-1%	0%	1.8	2%	i	i	1%
Cc1ccccc1Nc1nc(N)nc(CSc2nnc3ccccn23)n1	24%	-0.7%	-5%	-18%	-1.9	3%	i	i	1%
CCOc1cccc2sc(NN)nc12	-16%	4.1%	-21%	-16%	-2.6	?	i	nt	-6%
CC(C)N1CCC(N2CCN(Cc3cccc4nonc34)CC2CCO)CC1 (stereo not drawn)	20%	-0.3%	1%	-5%	-2.4	-2%	i	nt	0%
O=C(NNC(=O)c1csc(-c2cccnc2)n1)Nc1ccc(Cl)cc1	1%	0.8%	0%	12%	-0.5	26%	i	i	1%
O=C(c1ncn(Cc2ccccc2)c1C(=O)N1CCc2ccccc2C1)N1CCc2ccccc2C1	6%	3.7%	2%	-11%	0.6	-9%	i	i	-3%
O=[N+]([O-])c1ccc(S(=O)(=O)CC2CSc3nc4ccccc4n32)cc1 (stereo not drawn)	5.2µM*	0.7%	3%	-7%	-0.2	-13%	i	i	-17%
COc1ccccc1C(=O)NNC(=O)CCN1C(=O)/C(=C\c2ccccc2)SC1=S	7%	2.5%	2%	-2%	1.1	0%	i	i	1%
CCOC(=O)N1CCN(C(=O)COCc2cc(-c3ccc4c(c3)OCO4)on2)CC1	3%	0.1%	4%	-2%	0.7	-1%	i	i	5%
CCOC(=O)C1(CCc2ccccc2)CCN(C(=O)CCn2cnnn2)CC1	?	2.1%	-1%	41%	-0.5	31%	i	i	3%
COc1c(/C=N/Nc2ccc(C(=O)O)cc2)c(CCN(C)C(C)=O)cc2c1OCO2	25%	-0.6%	-2%	-7%	-1.4	-7%	i	i	-7%
Cc1cccc(N(CC(=O)N2CCN(c3ccc(F)cc3)CC2)S(C)(=O)=O)c1C	4%	-0.1%	2%	0%	-0.6	2%	i	i	6%
CCCCN(C(=O)c1cccc(-c2ccc(OC(C)=O)cc2)c1)c1c(N)n(CCC)c(=O)[nH]c1=O	5%	3.1%	-2%	-10%	2.0	4%	i	i	7%
CCOc1ccc(CCNC(=O)c2ccc3c(c2)N(Cc2ccccc2F)C(=O)c2ccccc2S3=O)cc1OCC (stereo not drawn)	-11%	0.5%	nt	-30%	nt	-6%	nt	i	-12%
CCN1/C(=C/C=C/c2oc3ccc(-c4ccccc4)cc3[n+]2CC)Oc2ccc(-c3ccccc3)cc21	5.8µM*	-2.0%	-4%	-111%	2.3	103%[activator]	i	nt	15µM*
O=C(O)c1ccc(Cl)c(S(=O)(=O)Nc2ccc3[nH]c(=O)[nH]c3c2)c1	0%	-0.2%	-3%	-15%	1.3	-12%	i	i	1%
NS(=O)(=O)c1ccc(CNC(=S)NC2CC2)cc1	4%	-0.3%	4%	13%	-0.7	13%	i	i	5%
COC(=O)c1ccccc1NC(=O)c1cc(OC)cc(OC)c1	?	3.1%	-2%	0%	0.9	?	i	i	1%
Cc1ccc(S(=O)(=O)N2CCN(C(=O)c3ccc(-n4cncn4)c([N+](=O)[O-])c3)CC2)cc1C	-11%	4.3%	-2%	-52%	-0.5	-24%	i	i	1%
COc1cccc(C(=O)c2cn(CC(=O)NCCc3ccccc3)c3nc(C)ccc3c2=O)c1	?	4.9%	nt	-10%	nt	?	nt	?	1%
COc1cc(Br)cc(C2C3=C(CCCC3=O)N(c3ccc(F)cc3)C3=C2C(=O)CCC3)c1O	-18%	0.2%	2%	0%	-0.1	-5%	i	?	-20%
Cc1ccccc1NC(=O)c1ccc(Nc2c([N+](=O)[O-])cc([N+](=O)[O-])c3ccccc23)cc1	?	0.8%	1%	-20%	-11	?	i	i	-9%
CC/C(Cc1ccccc1)=N/NC(=O)CNC(=O)c1ccc(Cl)cc1Cl	-6%	-0.3%	1%	0%	-1.3	-3%	i	i	-1%

Complete entries, quoted from the list. Order of values: Nrf2 block, Nrf2 ARE act, MmCpn inh, HepG2 tox, CCT chaperon mod, TGFb inhibitor, pAkt inh, S2 tox, A549 tox
Shown for COc1cc(Br)cc(C2C3=C(CCCC3=O)N(c3ccc(F)cc3)C3=C2C(=O)CCC3)c1O → -18%, 0.2%, 2%, 0%, -0.1, -5%, i, ?, -20%
Shown for CCCCN(C(=O)c1cccc(-c2ccc(OC(C)=O)cc2)c1)c1c(N)n(CCC)c(=O)[nH]c1=O → 5%, 3.1%, -2%, -10%, 2.0, 4%, i, i, 7%

The listing continues.
SMILES	Nrf2 block	Nrf2 ARE act	MmCpn inh	HepG2 tox	CCT chaperon mod	TGFb inhibitor	pAkt inh	S2 tox	A549 tox
CC(=O)Oc1ccccc1Cn1c(C)c(C(=O)NCc2cccc(Cl)c2)sc1=O	nt	-0.2%	nt	0%	0.8	?	i	i	nt
COc1ccc(-c2ccc3sc4ccccc4c(=O)c3c2)cn1	?	3.0%	nt	5%	-1.2	?	i	i	-3%
Cc1ccc(Cc2nc3ccccc3nc2SCC(=O)NCCc2ccccc2)cc1	nt	-0.7%	nt	-4%	nt	?	nt	i	3%
COc1ccccc1NC(=O)Cc1ccc(-c2ccccc2)cc1	-82%	3.4%	-2%	-42%	-1.6	-25%	i	i	-8%
CCOc1ccc(-c2nc(N)ncc2-c2ccc(OC)cc2)c(O)c1	?	2.6%	0%	-29%	-1.0	-4%	i	i	-4%
CCOc1ccc(CCN2C(=S)N([C@@H](CC(C)C)CN3CCCC3CN3C(=S)NC[C@@H]3CC(C)C)C[C@@H]2Cc2ccccc2)cc1 (stereo partly drawn)	-7%	0.6%	nt	-34%	-0.2	-25%	i	i	-6%
O=S(=O)(N1CCCCCC1)N1CCN(S(=O)(=O)N2CCCCC2)CC1	-12%	-0.3%	0%	-1%	-1.2	28%	i	i	0%
C1CN(c2nc(N3CCOCC3)nc(N3CCOCC3)n2)CCO1	5%	0.0%	-1%	-3%	-3.6	0%	i	i	1%
CC(=O)O[C@@H]1[C@@H](O)[C@@H](O)[C@H](Oc2c(-c3ccc(O)cc3)oc3c(CC=C(C)C)c(O)cc(O)c3c2=O)O[C@H]1C	3%	-0.8%	nt	-72%	0.3	?	i	?	-4%
COC(=O)c1ccc(COc2ccccc2/C=C(\C#N)C(=O)Nc2c(C)cc(C)cc2C)cc1	-63%	8.5%	1%	-41%	-0.1	?	i	?	?
O=c1[nH]c2ccccc2nc1/C=C/c1ccc(Cl)cc1	?	11%	-1%	-15%	-2.9	5%	i	nt	-6%
CCCSc1oc(-c2cccs2)nc1S(=O)(=O)c1ccc(C)cc1	-15%[9.27 µM]	1.0%	nt	0%	nt	-24%	nt	i	3%
Cc1cc(C)cc(NC(=S)N2CCN(CCO)CC2)c1	11%	-0.3%	-1%	-6%	-1.3	-18%	i	i	9%
O=C(CCCOc1ccc(Cl)cc1Cl)NCCCO	nt	0.1%	-1%	5%	-4.0	5%	i	i	6%
COCCn1nnnc1C(c1cccc(C(F)(F)F)c1)N1CCN(Cc2ccccc2)CC1 (stereo not drawn)	-6%	-0.6%	1%	-32%	-0.2	-18%	i	i	1%
Cc1cnn(CCC(=O)NNC(=S)Nc2ccccc2)c1	nt	-0.2%	-1%	12%	3.4	?	i	i	3%
O=C(Nc1ccc(N2CCOCC2)cc1)c1ccc(Cl)cc1N1CCCC1=O	6%	-1.0%	0%	-2%	0.5	2%	i	i	15%
CCN1CCN(c2ccc(S(=O)(=O)N3CCCCC3)cc2NC(=O)c2ccc(C)o2)CC1	-1%	-0.6%	0%	0%	2.9	3%	i	i	-3%
Cc1c(C(=O)Nc2ccc(S(=O)(=O)N(C)C3CCN(C)CC3)cc2)oc2c(Cl)cccc12	-1%	-0.6%	0%	-111%	-4.7	?	i	nt	-1%
O=C(CSc1nc2ncccc2[nH]1)NCc1ccco1	5%	-0.5%	1%	1%	-1.9	18%	i	?	1%
C=CCOc1ccc(/C=C/C(=O)OCC(=O)N(C)CC(=O)Nc2ccccc2Cl)cc1	13%	6.6%	0%	-12%	0.1	?	i	i	-9%
CCCCCCCSc1nc(N)cc(=O)[nH]1	?	0.2%	0%	-14%	-3.3	-1%	i	i	2%
CC(C)(C)OC(=O)N1CCCN(C(c2ccnc3ccccc23)c2nnnn2-c2ccc3c(c2)OCCO3)CC1 (stereo not drawn)	nt	2.8%	nt	nt	-7.2	nt	i	?	nt
COC(=O)Nc1ccc(S(=O)(=O)N2CCCC(C(=O)N3CCN(C)CC3)C2)cc1 (stereo not drawn)	-1%	-0.3%	-1%	4%	-2.2	0%	i	i	6%

Compound activity (PubChem BioAssay)
